VLA-4 inh: inhibition in a human VLA-4 binding assay; P13612; VLA-4 expressing cells, ligand binding flow cytometry; inhibition, % (about 7 µM as worked out from the volumes in the protocol); 0.2% of 330,000 active; AID 2557; in the data active means inhibition above about 50%
RPL19A-GFP yeast: alters RPL19A-GFP fluorescence in TOR pathway yeast screen; S. cerevisiae RPL19A-GFP strain, flow cytometry, 3 h; hits give low values; percent response vs DMSO, % at 10 µM; AID 2025; 0.3% of 330,000 active;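 active means percent response vs DMSO below 50%; inconclusive means fewer than 70 events counted for the yeast strain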;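 further: median channel GFP fluorescence of the barcoded RPL19A-GFP strain; ratio of sample median GFP to plate DMSO average so 100% = DMSO; lower means less RPL19A-GFP as with rapamycin TOR inhibition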
CIT2 TOR yeast: alters CIT2-GFP fluorescence in TOR pathway yeast screen. S. cerevisiae CIT2-GFP strain, flow cytometry, 3 h; 100 means same as DMSO wells. GFP response vs DMSO, % at 10 µM. 0.065% of 320,000 active;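 active means GFP response relative to DMSO above a set limit, near the screen mean plus 3 SD, cut at about 150% in these data; inconclusive means Fewer than 70 cells measured for a yeast strain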;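 further: ratio of well median GFP fluorescence to mean of DMSO wells on the plate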
GRK2 aptamer HTS: blocks RNA aptamer binding to human GRK2; bead flow cytometry, FAM-aptamer displacement from GRK2; inhibition of aptamer binding, % at 10 µM; 0.59% of 330,000 active;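 active means inhibition of aptamer binding above 40%, roughly 3 SD of noise, on plates passing a quality check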;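 further: median bead fluorescence of bound FAM aptamer so fluorescent compounds give negative values; no value below 0 was filed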
JMJD2C inh: human JMJD2C demethylase inhibition; inhibition, % at 2.35 µM; GST-JMJD2C(1-420) H3K9me3 demethylation, DELFIA europium; 0.069% of 330,000 active; Q9H3R0; AID 2099;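 active means more than half of a compound's replicate wells show inhibition beyond 50%, single wells judged on their own value; inconclusive means some, but no more than half, of replicates pass 50% inhibition; inactive means no replicate passes 50% inhibition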;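 further: signal counts dimethyl H3K9 product captured on neutravidin plate; 0% = median of DMSO wells and 100% = 0.3 times that DMSO median; strong numbers were not always called active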
Target sequence (Q9H3R0 1-420 limits assumed): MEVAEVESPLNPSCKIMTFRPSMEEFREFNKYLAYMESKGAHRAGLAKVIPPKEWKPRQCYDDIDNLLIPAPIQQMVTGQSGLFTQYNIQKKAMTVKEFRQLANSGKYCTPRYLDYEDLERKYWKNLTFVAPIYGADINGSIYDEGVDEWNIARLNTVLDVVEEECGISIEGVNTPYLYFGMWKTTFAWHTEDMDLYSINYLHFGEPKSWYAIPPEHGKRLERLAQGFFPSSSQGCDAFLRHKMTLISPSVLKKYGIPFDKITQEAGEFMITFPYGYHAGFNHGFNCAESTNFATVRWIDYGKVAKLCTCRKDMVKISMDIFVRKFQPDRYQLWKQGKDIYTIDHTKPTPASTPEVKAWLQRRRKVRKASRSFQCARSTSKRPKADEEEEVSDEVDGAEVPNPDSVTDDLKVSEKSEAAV
LAP4-GFP MLPCN: modulators of TOR pathway LAP4-GFP in S. cerevisiae | GFP response vs DMSO, % at 10 µM | AID 2023 | S. cerevisiae LAP4-GFP multiplex, flow cytometry GFP, 3 h; median GFP as percent of DMSO wells | 0.34% of 320,000 active;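 active means GFP response vs DMSO above a set limit, about the screen mean plus 3 SD, cut at about 150% in these data; inconclusive means under 70 cell events counted for the yeast strain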
AGP1-GFP MLPCN: modulators of TOR pathway AGP1-GFP in S. cerevisiae; GFP response vs DMSO, % at 10 µM; 0.02% of 320,000 active; S. cerevisiae AGP1-GFP multiplex flow cytometry, 3 h; GFP as percent of DMSO wells; AID 2066;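 active means GFP response relative to DMSO above a set limit, near screen average plus 3 SD, cut at about 150% in these data; inconclusive means fewer than 70 cells counted for the yeast strain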;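 further: median GFP channel fluorescence of the gated AGP1 strain per well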
MEP2-GFP yeast: alters MEP2-GFP fluorescence in TOR pathway yeast screen; 0.51% of 330,000 active; S. cerevisiae MEP2-GFP strain, flow cytometry GFP, 3 h; 100% = DMSO control level; GFP response vs DMSO, % at 10 µM;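 active means GFP response versus DMSO above a set limit, roughly screen mean plus 3 SD, cut at about 180% in these data; inconclusive means fewer than 70 cells counted for a yeast strain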;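 further: median GFP fluorescence of the barcode-gated MEP2-GFP cells per well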
* marks the source's active call; other numbers are inactive results; ? = inconclusive; . = no result given; [ ] = another dose, or the depositor's remark.

Second line of a record: VLA-4 inh	RPL19A-GFP yeast	CIT2 TOR yeast	GRK2 aptamer HTS	JMJD2C inh	LAP4-GFP MLPCN	AGP1-GFP MLPCN	MEP2-GFP yeast
CCCc1nnc(NC(=O)CCC(=O)NCc2ccccc2OC)s1
 : 7.0	99.6	102.5	0.0	-0.9	108.3	100.7	104.9
O=C(CSc1nnc2ccccn12)NNC(=O)c1cccc([N+](=O)[O-])c1
 : 7.2	102.0	94.2	4.0	-1.6	103.9	109.8	102.4
CC1CCN(S(=O)(=O)c2ccc3c(c2)N(CC(=O)NCCCN(Cc2ccccc2)C(C)C)C(=O)CO3)CC1
 : 10.4	95.5	88.0	0.0	7.8	92.7	91.2	99.1
CC1(c2ccccc2)NC(=O)N(CC(=O)Nc2ccccc2N2CCCC2)C1=O (stereo not drawn)
 : -14.7	101.7	107.3	0.0	8.5	103.0	111.4	98.9
CC(C)CNC(=O)C(=O)NCC(c1ccc2c(c1)OCO2)N1CCOCC1 (stereo not drawn)
 : 0.0	98.0	109.6	1.0	-31.1	104.8	105.4	107.9
CC1=C(C)CC(C(=O)NCCc2ccc(F)cc2)C(C(=O)O)C1 (stereo not drawn)
 : 11.2	104.5	109.1	5.0	3.3	96.0	107.7	106.9
Cc1ccc(-c2nc(NC(=O)c3cc(C(C)(C)C)nn3C)sc2C)cc1Cl
 : -15.6	95.3	103.0	1.0	.	103.2	103.2	97.8
COCCn1c(CNc2ccc(F)cc2)nnc1SCC(=O)Nc1ccc(OC)cc1OC
 : -6.5	91.1	96.6	0.0	-7.1	107.3	96.3	104.1
Cc1ccc(Cl)cc1NC(=O)COC(=O)c1ccccc1O
 : 4.0	96.3	89.5	85.0*	2.4	87.5	95.0	89.6
CC(COc1ccccc1)N1CCC(CO)(Cc2ccccc2)CC1 (stereo not drawn)
 : 15.9	95.9	93.6	0.0	-8.4	98.8	100.7	91.5
O=C(/C=C/c1ccccc1)NNC1=NS(=O)(=O)c2ccccc21
 : -4.5	117.7	108.5	0.0	-1.0	108.3	104.8	108.2
CN1CCN(C(=O)c2ccccc2NC(=O)c2sc3ccccc3c2Cl)CC1
 : -2.5	103.6	104.7	0.0	-4.4	92.8	100.6	103.1
COc1c(C(=O)NNC(=O)c2ccccc2)csc1Br
 : 1.8	93.8	98.7	0.0	12.5	105.1	104.7	95.6
COc1ccc(OC)c2c1C(=O)c1ccccc1C2=O
 : 2.4	90.3	91.0	2.0	9.9	.	92.7	95.7
CCOc1cc(/C=N/NC(=O)CCn2nnc3ccccc32)ccc1O
 : 0.0	96.0	103.7	0.0	-2.5	75.0	92.9	91.1
COc1ccc(N2CCN(C(c3cccs3)C(C)NC(=O)C(=O)N3CCCCC3)CC2)cc1 (stereo not drawn)
 : 3.7	98.2	102.0	5.0	11.5	81.0	98.8	97.6
Cc1c(NC(=O)c2ccc(C(=O)Nc3c(C)n(C)n(-c4ccccc4)c3=O)cc2)c(=O)n(-c2ccccc2)n1C
 : 1.9	106.4	94.7	0.0	11.7	94.5	95.1	107.2
Cc1cc(C)cc(C(=O)Nc2cccnc2)c1
 : 13.6	102.0	105.6	82.0*	-4.4	85.1	96.8	104.6
COc1ccc(-c2oc3ccc(-c4ccc5c(c4)OCO5)cc3c2-c2ccc(OC)nc2)cc1
 : 24.3	106.8	92.6	1.0	-3.0	108.3	95.9	107.1
Cc1nonc1NC(=O)CSc1nc2c(C)cccc2cc1C#N
 : -41.2	107.2	101.7	0.0	-2.9	97.8	99.3	99.4

Copied from the list.
Entry for COc1ccc(N2CCN(C(c3cccs3)C(C)NC(=O)C(=O)N3CCCCC3)CC2)cc1 (stereo not drawn) under RPL19A-GFP yeast: 98.2
Entry for Cc1cc(C)cc(C(=O)Nc2cccnc2)c1 under JMJD2C inh: -4.4

Remaining list, next part
Second line of a record: VLA-4 inh	RPL19A-GFP yeast	CIT2 TOR yeast	GRK2 aptamer HTS	JMJD2C inh	LAP4-GFP MLPCN	AGP1-GFP MLPCN	MEP2-GFP yeast
Cc1c(C(=O)NNc2cc(=O)n(C)c(=O)n2C)cccc1[N+](=O)[O-]
 : -13.4	101.3	92.6	0.0	-13.5	110.3	93.7	103.4
CCOc1ccc(C(=O)Nc2ccccc2NC(C)=O)cc1OCC
 : 17.7	94.2	89.9	3.0	-2.2	97.7	95.5	95.4
Cc1cc(C)c2cc(C(=O)N3CCc4ccccc4C3)[nH]c2c1
 : 13.6	97.4	94.0	2.0	8.5	110.8	103.4	101.1
CS(=O)(=O)Nc1ccccc1C(=O)NCc1ccccc1Cl
 : 13.7	101.3	101.7	3.0	-2.8	99.5	97.7	98.9
Cc1ccc(-c2nn(CC(=O)Nc3ccc4c(c3)nc3n4CCOC3)c(=O)c3ccccc23)cc1
 : -17.7	98.6	105.4	3.0	3.0	108.2	102.0	104.8
Nc1ccc(C#Cc2ccc3c(=O)c4ccccc4oc3c2)cc1
 : -56.7	77.1[may fluoresce violet]	?	4.0	18.3	131.5[may fluoresce violet]	12.1[may fluoresce violet]	169.8[may fluoresce violet]
O=C(C1=C[C@@H](c2ccc(Br)cc2)C[C@@H](OCCCCO)O1)N1CCOCC1
 : 32.2	99.2	93.6	0.0	-2.2	97.6	105.2	103.7
CCCCn1nc2cc(C(=O)NCc3ccco3)ccc2c1OCC
 : 17.2	102.2	106.1	2.0	4.5	113.1	97.4	94.9
CCOc1ccccc1CN1CCNC(=O)C1CC(=O)N(C)C1CCOCC1 (stereo not drawn)
 : 2.7	101.9	105.9	0.0	-13.9	93.6	101.0	113.6
CCc1cc(=O)oc2c3c(cc(OCC(=O)NCc4ccccn4)c12)OC(C)(C)CC3
 : 14.4	98.7	95.5	3.0	2.8	102.3	98.2	100.0
COc1ccc(-c2nnc(SCc3c(C)noc3C)n2N)cc1OC
 : 12.7	95.2	93.7	0.0	0.2	98.2	.	98.7
Cc1ccc(C(=O)OCC(=O)N2CC(=O)Nc3ccccc32)s1
 : -0.3	101.1	99.9	20.0	-2.1	103.9	98.8	102.0
CCN1CCn2c3c(c4cc(Br)ccc42)CCCC31 (stereo not drawn)
 : 3.2	96.4	98.0	0.0	-7.3	101.2	96.5	103.6
COc1ccc(C2(C)NC(=O)N(CC(=O)Nc3ccc(Br)c(C)c3)C2=O)cc1OC (stereo not drawn)
 : -1.1	101.2	100.4	0.0	11.6	92.3	97.2	102.9
CCOc1nc(NCCc2ccc(OC)c(OC)c2)nc(N2CCN(c3ccc(OC)cc3)CC2)n1
 : 23.0	95.4	104.4	0.0	7.5	100.4	96.4	102.5
O=C(COC(=O)c1ccccc1O)NCCc1c[nH]c2ccccc12
 : 1.9	100.0	95.3	0.0	19.6	106.4	101.3	100.2
N#Cc1cc2cc3c(cc2nc1N1CCCCC1)OCCO3
 : -43.6	102.7	95.8	0.0	19.4	121.8	105.0	103.3
COc1ccc(/C=N/NC(=O)CCc2c(C)n[nH]c2C)cc1OC
 : 18.0	100.1	98.2	0.0	82.7	98.7	102.1	107.4
CN(Cc1nccn1C)C(=O)c1ccc2nc(Cc3ccccc3F)oc2c1
 : -10.8	101.5	102.4	5.0	21.9	94.0	98.1	102.0
CCc1c(C)sc(NC(=O)c2cnn3cccnc23)c1C#N
 : -5.2	101.2	110.1	0.0	0.4	110.0	110.6	100.5

(further entries)
Second line of a record: VLA-4 inh	RPL19A-GFP yeast	CIT2 TOR yeast	GRK2 aptamer HTS	JMJD2C inh	LAP4-GFP MLPCN	AGP1-GFP MLPCN	MEP2-GFP yeast
CC1=C(C(=O)OC(C)C)C(c2ccc(O)cc2)NC(=O)N1 (stereo not drawn)
 : 10.6	103.7	101.9	0.0	31.7	82.9	98.1	106.7
CCOc1cc(C(=O)NC(=S)Nc2nc(C)cc(C)n2)cc(OCC)c1OCC
 : 11.3	107.7	111.3	1.0	-11.0	99.4	102.8	111.2
Cn1c(N)c(N2CCCCC2)c(=O)n(CC(=O)Nc2ccc(Cl)c(Cl)c2)c1=O
 : 18.8	101.7	101.7	2.0	-6.5	96.1	98.3	101.1
CCC(C(=O)NC1CCCC1)N(Cc1ccco1)C(=O)CNS(=O)(=O)c1ccccc1 (stereo not drawn)
 : 0.3	104.3	103.8	1.0	-10.2	92.9	96.9	105.7
CSc1ccccc1NC(=O)c1cnc2n(c1=O)CCS2
 : 0.6	102.7	93.9	1.0	-6.3	101.7	101.3	100.7
O=C(NCCN1CCOCC1)/C(=C\c1ccccc1F)NC(=O)c1ccccc1
 : 6.4	110.0	111.7	2.0	3.4	102.2	109.5	113.0
CCOc1ccc(NC(=O)CCNS(=O)(=O)c2cccc3nonc23)cc1
 : -0.8	102.6	103.3	4.0	-3.0	104.9	106.4	104.4
Cc1nc2ncnn2c(C)c1CCC(=O)N1CCCCC1
 : 9.6	95.4	.	2.0	12.8	90.4	103.3	99.5
C=CCSc1nnc(NC(=O)c2ccc(NC(C)=O)cc2)s1
 : -1.8	102.7	109.8	0.0	-1.6	101.4	102.9	104.3
CCOC(=O)c1cccc(N2C(=O)Nc3ccccc3N2O)c1
 : 2.7	87.4	79.5	0.0	19.5	79.8	87.5	85.5
O=C(N/N=C/c1cccnc1)c1ccc(S(=O)(=O)N2CCCCCC2)cc1
 : 17.2	108.4	106.3	1.0	-8.6	102.0	108.2	103.2
COc1ccc(CC/C(=N\O)C2(O)CCCCC2)cc1
 : -1.3	93.5	82.3	0.0	3.8	84.5	92.1	94.0
CCOc1ccccc1NC(=S)NNS(=O)(=O)c1c(C)cc(C)cc1C
 : 0.3	96.9	91.2	3.0	4.3	86.4	91.0	96.9
CC(=O)N(C(C)=O)c1c(C#N)c(C)n(-c2ccccc2)c1C(=O)c1ccccc1
 : -2.3	102.2	91.4	5.0	11.2	97.0	100.5	110.9
CCn1ncc([N+](=O)[O-])c1C(=O)N1CCc2ccccc2C1
 : 10.4	?	?	0.0	-3.2	?	?	?
CC(OC(=O)CNC(=O)c1cccs1)C(=O)Nc1ccc(S(N)(=O)=O)cc1 (stereo not drawn)
 : 5.6	93.2	85.6	0.0	?	98.9	90.3	95.7
